CCT modulator = modulators of cytosolic chaperonin (CCT/TRiC) activity; purified chaperonin ATPase assay, HTRF ADP detection, 30 min; activity change, % (test concentration not listed), hits read low; 0.3% of 360,000 active; in the data active = activity change below about -30%; also: % is scaled to controls: 0 for no effect and ±100 for the full control effect
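First, chaperonin was dispensed at 40 nM or 20 nM final depending on batch activity. Next, compounds were pinned at 76 uM and ATP added at 10 uM. After 30 min at 37 °C, ADP detection reagents ran 30 min at ambient temperature.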
EPAC2 agonist = agonists of human EPAC2 (RAPGEF4). EPAC2 activation, biochemical qHTS; response scale: 100% = 6.5 mM cAMP response. Potency, µM (doses to about 154 µM), without a hit: at the top dose activation, usual class: activators. 0.079% of 360,000 active. AID 720711; also: potency is read from the fitted curve at half-maximal effect; nearly all actives have a fitted effect of over 50% in size
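Compounds were added across a concentration range to EPAC2 (100 nM), RAP1B-BODIPY-GDP (250 nM) and GDP (50 uM). After 5 min at room temperature, fluorescence was recorded at 5-min intervals for 30 min.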
Akt phos inh = Akt phosphorylation inhibition; 0.32% of 360,000 active; Neuro2A IGF-stimulated pAkt S473 HTRF, 20 min; stronger effect = lower value; activity change, % for hits at 50 µM; in the data active = activity change below about -80%; inconclusive = mostly about -51% to -80%; also: % is scaled to controls: 0 for no effect and ±100 for the full control effect
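Neuro2A cells in DMEM with 0.5% FBS, overnight at 37 deg C, given compound at single 50 µM final, then IGF (6 nM final) for 20 min at 37 deg C. Lysed; phospho-Akt Ser473 by HTRF after 24 h, 665/615 ratio.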
MmCpn inh = blocks the Methanococcus maripaludis chaperonin Mm-Cpn; purified Mm-Cpn ATPase, ADP Transcreener TR-FRET; Potency, µM (top dose mostly 76.9 µM), without a hit: top-dose activity, negative = inhibition, actives largely listed as inhibitors; 0.031% of 330,000 active; also: potency is read from the fitted curve at half-maximal effect; % is scaled to controls: 0 for no effect and ±100 for the full control effect; nearly all actives have a fitted effect of over 80% in size
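Quantitative HTS used 25 nM Mm-CPN and 10 uM ATP in magnesium/KCl Tris buffer, pH 7.4, with 1 mM DTT. Hydrolysis ran 30 min at 37°C; ADP was read by HTRF.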
PTHR1 agonist = activates the human parathyroid hormone receptor PTHR1 | Q03431 | HEK293 GP2 PTHR1 cells, GloSensor cAMP luminescence, 1 h | Potency, µM (top dose mostly 115 µM), for the others: top-dose activation, usual class: activators | 0.075% of 410,000 active; also: potency is read from the fitted curve at half-maximal effect; nearly all actives have a fitted effect of over 55% in size; some results filed as inactive show a strong effect at the top dose; inactives centre near -15; many of its hits are not listed in these tables
Target sequence (Q03431 whole entry, looked up): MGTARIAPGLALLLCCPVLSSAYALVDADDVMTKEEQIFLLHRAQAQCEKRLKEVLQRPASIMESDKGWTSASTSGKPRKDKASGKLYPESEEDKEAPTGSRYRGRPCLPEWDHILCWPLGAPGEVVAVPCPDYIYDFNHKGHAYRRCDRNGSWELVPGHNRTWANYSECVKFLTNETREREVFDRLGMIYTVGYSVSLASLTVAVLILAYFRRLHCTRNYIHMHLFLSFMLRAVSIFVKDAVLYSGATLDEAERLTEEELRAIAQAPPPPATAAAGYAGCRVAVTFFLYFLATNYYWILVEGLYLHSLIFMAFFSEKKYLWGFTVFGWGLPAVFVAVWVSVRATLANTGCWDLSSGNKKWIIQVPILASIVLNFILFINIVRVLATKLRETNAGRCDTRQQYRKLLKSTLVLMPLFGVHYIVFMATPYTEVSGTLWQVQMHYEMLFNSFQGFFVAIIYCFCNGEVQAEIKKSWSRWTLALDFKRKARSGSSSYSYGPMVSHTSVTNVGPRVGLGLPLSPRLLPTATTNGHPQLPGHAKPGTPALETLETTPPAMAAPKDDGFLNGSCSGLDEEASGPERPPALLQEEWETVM
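HEK-293-derived GP2 cells expressing PTHR1 and a GloSensor cAMP reporter, 3,000/well, plated overnight, given luciferin plus IBMX (each 0.5 mM as added) for 1 h at 37 °C, then compound for 1 h at 37 °C. Luminescence was read after 15 min at room temperature.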
EPAC2 antag = EPAC2 (human) antagonism. Q8WZA2. EPAC2 GEF exchange of Rap1B-BODIPY-GDP, fluorescence. Potency, µM (doses to about 114 µM), for inactives: at the highest dose activity, negative = inhibition, most hits filed as inhibitors. 0.18% of 360,000 active; also: potency is read from the fitted curve at half-maximal effect; % is scaled to controls: 0 for no effect and ±100 for the full control effect; nearly all actives have a fitted effect of over 45% in size; many of its hits are not listed in these tables
D3 ag = agonists of human D3 dopamine receptor; P35462; D3R DiscoveRx beta-arrestin cells, luminescence, 90 min; max activation, %; 0.58% of 410,000 active; in the data active = max activation above about 30%; also: 0% is about no effect; mostly tested at two doses, the higher about 12 µM
Target sequence (P35462 whole entry, looked up): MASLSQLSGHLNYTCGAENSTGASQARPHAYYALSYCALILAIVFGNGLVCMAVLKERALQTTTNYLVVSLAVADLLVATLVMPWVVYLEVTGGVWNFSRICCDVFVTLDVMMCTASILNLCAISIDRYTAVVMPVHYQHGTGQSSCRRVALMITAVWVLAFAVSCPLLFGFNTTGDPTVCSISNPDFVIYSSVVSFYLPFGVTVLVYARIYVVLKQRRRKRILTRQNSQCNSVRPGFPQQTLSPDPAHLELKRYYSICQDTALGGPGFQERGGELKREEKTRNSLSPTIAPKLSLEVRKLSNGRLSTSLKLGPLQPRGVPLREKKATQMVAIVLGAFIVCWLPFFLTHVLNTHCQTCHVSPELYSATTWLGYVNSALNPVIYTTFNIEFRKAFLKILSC
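Cells at 1500/well, incubated overnight, then treated with pinned compounds (dopamine as control) for 90 min at 37 degrees C. DiscoveRx reagent added for 30 - 60 minutes at room temperature; luminescence read.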
DRD3 antagonist = D3 dopamine receptor (human) antagonism. D3R cells, DiscoveRx beta-arrestin luminescence, antagonist mode; stronger effect = lower value. max response, negative = inhibition, %. 2.5% of 360,000 active. AID 652054; in the data active = max response below about -50%; inconclusive = no clear call, values can overlap the other calls; also: % is scaled to controls: 0 for no effect and ±100 for the full control effect; mostly tested at two doses, the higher about 12 µM
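Cells expressing the human receptor were seeded at 1500 cells/well, incubated overnight at 37 degrees C in 5% CO2, then exposed to library compounds with dopamine controls for 90 minutes at 37 degrees C before luminescent detection.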
Starred values were filed as active, the others as inactive; i = inactive; ? = inconclusive; · = no result given; [ ] = dose if it differs, or a comment. Unless noted, calls follow the shape of the dose curve; as a rule, active = well fitted curve in the direction sought with a large enough effect; inconclusive = small, poorly fitted or top-dose-only effect, or another doubt; inactive = no such curve, though single readings can be large; an effect the other way counts as inactive or inconclusive. Not all compounds are listed (hit frequency here may not be typical).

SMILES	CCT modulator	EPAC2 agonist	Akt phos inh	MmCpn inh	PTHR1 agonist	EPAC2 antag	D3 ag	DRD3 antagonist
O=C(CCc1ccc(S(=O)(=O)N2CCOCC2)cc1)OCC(=O)c1ccccc1	-1.7	8%	i	1%	i	4%	2	3
Cc1ccccc1NC(=O)NC1CCCCCCC1	-0.8	7%	i	-1%	4%	1%	-8	-2
O=C(COC(=O)c1cccs1)NC12CC3CC(CC(C3)C1)C2	-11	5%	i	5%	i	6%	7	-14
CCOC(=O)C1(CC2CC2)CCN(Cc2ccc(C(=O)OC)cc2)CC1	-2.1	9%	i	-3%	i	1%	-22	-120*
Cn1c(=O)c2c(nc(CN3CCN(C(=O)c4ccco4)CC3)n2CCCc2ccccc2)n(C)c1=O	-1.6	4%	i	1%	i	2%	1	-2
CCOCc1nnc(NC(=O)c2ccc(OC)cc2)s1	0.8	9%	i	-4%	i	-9%	3	?
Cc1cc(NC(=O)C(C)SCC(=O)N(C)CC(=O)Nc2ccccc2Br)no1 (stereo not drawn)	0.7	-1%	i	-1%	i	18%	-9	15
O=C(O)Cn1nnc(-c2ccc(OCc3ccccc3Cl)cc2)n1	0.2	-5%	i	3%	i	-19%	3	-23
O=C(COC(=O)CNC(=O)c1ccccc1F)NC12CC3CC(CC(C3)C1)C2	0.8	6%	i	-2%	22%	6%	0	12
Cc1ccc(CSc2nnc(-c3cccc(S(=O)(=O)N4CCOCC4)c3)n2C2CCCC2)cc1	1.6	20%	i	3%	-48%[inhibitor]	-13%	-3	-19
Cc1ccc(/C=C2/NC(=O)N(Cc3ccccc3F)C2=O)s1	-2.0	18%	i	-1%	-8%	10%	2	-3
O=c1c(Cl)c(NS(=O)(=O)c2ccccc2)cnn1-c1ccccc1	-0.4	-4%	i	?	i	-9%	-1	11
O=C(/C=C/c1ccc(Br)cc1)NC(=S)N1CCOCC1	0.5	5%	i	-1%	-22%	6%	8	5
CC(=O)Oc1ccc(C(=O)[C@H]2[C@H]3C(=O)N(c4ccc(C)cc4)C(=O)[C@H]3[C@@H]3C=CC=NN32)cc1	1.2	-6%	i	-2%	-16%	-4%	7	15
O=C(CC12CC3CC(CC(C3)C1)C2)N1CCN(S(=O)(=O)c2cccs2)CC1	2.0	7%	i	1%	-4%	14%	-20	-1
Cc1ccnc(N(C(=O)Nc2ccccc2)C2=NCC(C)(C)S2)c1	-0.9	4%	i	1%	-2%	0%	8	2
COc1cc(O)c(C(CC(=O)N2CCCC2)c2ccc3c(c2)OCO3)c(OC)c1 (stereo not drawn)	0.5	11%	i	2%	-4%	?	-19	11
CCCCc1sc(-c2c(C#N)c(N)nc3c2CCCCC3)cc1[N+](=O)[O-]	0.6	0%	i	-3%	i	-5%	2	6
CC1(c2ccc([N+](=O)[O-])cc2)Nc2ccccc2S1 (stereo not drawn)	-0.6	22%	i	0%	-11%	-17%	0	-16
O=C(COC(=O)/C=C/c1cccc(C(F)(F)F)c1)NCCN1C(=O)CSC1=O	0.4	-3%	i	0%	-36%[inhibitor]	-13%	1	11
CCC(=O)[C@@H](C)[C@@H](OC(C)=O)[C@H](C)C[C@@H](C)[C@H]1OC(=O)C[C@@]2(O)CC=C(C)C(O2)C(C)=CCCC[C@H](O[C@H]2C[C@@H](OC(N)=O)[C@H](OC(C)=O)[C@@H](C)O2)C=C[C@H](C)C[C@H]1C	-5.9	-6%	i	·	22%	3%	-6	-11
CCCCNC(=O)COC(=O)c1ccc(NS(=O)(=O)c2ccc3c(c2)OCCO3)cc1	-0.7	7%	i	2%	-1%[57.5 µM]	0%	1	0
CCN(CC(=O)Nc1ccc(NC(C)=O)cc1)C(=O)c1ccc(Sc2nncn2C)c([N+](=O)[O-])c1	-2.5	2%	i	·	i	-1%	2	2
O=C(NCC1CCCO1)c1cccc(S(=O)(=O)N2CCOCC2)c1 (stereo not drawn)	-1.4	1%	i	0%	-20%	-2%	-2	-15
O=C(Cn1c(NCCCCl)nc2ccccc21)c1ccccc1	-1.7	8%	i	1%	i	?	-21	-12

Reprinted from the results shown, 16 compounds:
SMILES	CCT modulator	EPAC2 agonist	Akt phos inh	MmCpn inh	PTHR1 agonist	EPAC2 antag	D3 ag	DRD3 antagonist
O=C(CCc1ccc(S(=O)(=O)N2CCOCC2)cc1)OCC(=O)c1ccccc1	-1.7	8%	i	1%	i	4%	2	3
Cc1ccccc1NC(=O)NC1CCCCCCC1	-0.8	7%	i	-1%	4%	1%	-8	-2
O=C(COC(=O)c1cccs1)NC12CC3CC(CC(C3)C1)C2	-11	5%	i	5%	i	6%	7	-14
CCOC(=O)C1(CC2CC2)CCN(Cc2ccc(C(=O)OC)cc2)CC1	-2.1	9%	i	-3%	i	1%	-22	-120*
Cn1c(=O)c2c(nc(CN3CCN(C(=O)c4ccco4)CC3)n2CCCc2ccccc2)n(C)c1=O	-1.6	4%	i	1%	i	2%	1	-2
CCOCc1nnc(NC(=O)c2ccc(OC)cc2)s1	0.8	9%	i	-4%	i	-9%	3	?
Cc1cc(NC(=O)C(C)SCC(=O)N(C)CC(=O)Nc2ccccc2Br)no1 (stereo not drawn)	0.7	-1%	i	-1%	i	18%	-9	15
O=C(O)Cn1nnc(-c2ccc(OCc3ccccc3Cl)cc2)n1	0.2	-5%	i	3%	i	-19%	3	-23
O=C(COC(=O)CNC(=O)c1ccccc1F)NC12CC3CC(CC(C3)C1)C2	0.8	6%	i	-2%	22%	6%	0	12
Cc1ccc(CSc2nnc(-c3cccc(S(=O)(=O)N4CCOCC4)c3)n2C2CCCC2)cc1	1.6	20%	i	3%	-48%[inhibitor]	-13%	-3	-19
Cc1ccc(/C=C2/NC(=O)N(Cc3ccccc3F)C2=O)s1	-2.0	18%	i	-1%	-8%	10%	2	-3
O=c1c(Cl)c(NS(=O)(=O)c2ccccc2)cnn1-c1ccccc1	-0.4	-4%	i	?	i	-9%	-1	11
O=C(/C=C/c1ccc(Br)cc1)NC(=S)N1CCOCC1	0.5	5%	i	-1%	-22%	6%	8	5
CC(=O)Oc1ccc(C(=O)[C@H]2[C@H]3C(=O)N(c4ccc(C)cc4)C(=O)[C@H]3[C@@H]3C=CC=NN32)cc1	1.2	-6%	i	-2%	-16%	-4%	7	15
O=C(CC12CC3CC(CC(C3)C1)C2)N1CCN(S(=O)(=O)c2cccs2)CC1	2.0	7%	i	1%	-4%	14%	-20	-1
Cc1ccnc(N(C(=O)Nc2ccccc2)C2=NCC(C)(C)S2)c1	-0.9	4%	i	1%	-2%	0%	8	2

(more compounds)
SMILES	CCT modulator	EPAC2 agonist	Akt phos inh	MmCpn inh	PTHR1 agonist	EPAC2 antag	D3 ag	DRD3 antagonist
CC(=O)Nc1ccc(N2CCC(C)CC2)c([N+](=O)[O-])c1	-3.2	9%	i	-2%	-18%	4%	7	-8
COc1ccc(C)cc1NC(=O)c1nnn(Cc2cc(C)ccc2C)c1N	-0.3	15%	i	-2%	i	-16%	4	-19
COc1ccc2oc(C(=O)OCC(=O)N3CCCC3=O)c(C)c2c1	3.0	-4%	i	-22%	-14%	29%	-6	-1
O=C1COc2ccc(S(=O)(=O)NCc3ccc(Cl)cc3)cc2N1	0.5	-1%	i	0%	i	-7%	-4	17
CC(C)(C)c1ccc(/C=C/C(=O)NC2CCS(=O)(=O)C2)cc1 (stereo not drawn)	2.4	3%	i	-1%	-30%[inhibitor]	-1%	9	4
CCc1cccc(C)c1NC(=S)N(CCN(C)C)C(C)c1cccnc1 (stereo not drawn)	-1.3	12%	i	-7%	-7%	-2%	-10	-14
O=C(Nc1cccc(Cl)c1)c1cc([N+](=O)[O-])ccc1N1CCN(CCO)CC1	1.6	-5%	i	0%	i	3%	-7	-13
O=C(NNC(=O)C1CC1c1ccccc1)c1ccccc1[N+](=O)[O-] (stereo not drawn)	-4.5	3%	i	0%	i	-4%	-5	5
Cc1ccc(NC(=O)CCCc2nc3ccccc3s2)c(O)c1	-0.8	1%	i	1%	-16%	-9%	10	0
C/C(=N\NC(N)=S)c1ccc2c(c1)OCCO2	-2.2	16%	i	1%	i	-1%	-6	-10
Brc1ccc(CN2CCN(c3ccccc3)CC2)o1	1.6	12%	i	-1%	i	2%	4	-20
O=C(CCS(=O)(=O)c1ccc(F)cc1)N1CCN(c2ccccc2)CC1	0.2	2%	i	1%	i	3%	4	3
O=C(/C=C/c1ccc2c(c1)OCCCO2)c1ccc2ccccc2c1O	0.4	3%	i	3%	-21%	6%	0	3
COCCCNS(=O)(=O)c1ccc(S(=O)(=O)N2CCCC2)cc1	-3.3	7%	i	0%	i	2%	-1	0
CC(=O)C1=C(C)NC(=S)NC1c1cc([N+](=O)[O-])ccc1O (stereo not drawn)	-1.9	8%	i	0%	i	-2%	-5	-27
O=C(Nc1cccc(NC(=O)c2ccco2)c1)c1ccc2c(c1)OCO2	-2.3	-3%	i	-1%	17%[57.5 µM]	-5%	-21	-17
COc1cc(C(=O)NCc2ccc(-c3nc4ccccc4o3)cc2)cc(OC)c1OC	-0.7	-16%	i	·	i	-15%	-6	-3
Cc1cccc(NC(=O)CNC(=O)[C@H]2O[C@@H](n3ccc(=O)[nH]c3=O)[C@H](O)[C@@H]2O)c1C	-0.2	22%	i	·	-12%	-4%	0	0
CC1CCN(C(=O)c2ccc(S(=O)(=O)Cc3cc(F)ccc3F)c([N+](=O)[O-])c2)CC1	1.4	0%	i	0%	-2%	9%	-24	?
COc1ccc(S(=O)(=O)N2CCC(C(=O)NCc3ccncc3)CC2)cc1Cl	0.5	-1%	i	1%	i	-3%	-2	-6
CC1CCN(c2ccc(C(=O)NCc3ccc4c(c3)OCO4)cc2[N+](=O)[O-])CC1	-12	1%	i	0%	i	1%	-7	3
COCCn1c(=O)c2c(nc3n2CC(C)CN3CCc2ccccc2)n(C)c1=O (stereo not drawn)	-1.5	10%	i	2%	-23%	0%	-1	-12
C=CCn1c(COc2cccc3ccc(C)nc23)nnc1SCC(=O)O	-1.7	10%	i	·	i	-3%	1	-7

Arranged by number of heavy atoms (rising): some entries from above.
SMILES	CCT modulator	EPAC2 agonist	Akt phos inh	MmCpn inh	PTHR1 agonist	EPAC2 antag	D3 ag	DRD3 antagonist
CCOCc1nnc(NC(=O)c2ccc(OC)cc2)s1	0.8	9%	i	-4%	i	-9%	3	?
CC(C)(C)c1ccc(/C=C/C(=O)NC2CCS(=O)(=O)C2)cc1 (stereo not drawn)	2.4	3%	i	-1%	-30%[inhibitor]	-1%	9	4
CCCCc1sc(-c2c(C#N)c(N)nc3c2CCCCC3)cc1[N+](=O)[O-]	0.6	0%	i	-3%	i	-5%	2	6
